BioA inh: inhibitors of Mycobacterium tuberculosis BioA enzyme; 0.096% of 360,000 active; AID 602481; inhibition, % at 9.99 µM; purified M. tuberculosis BioA enzyme, plate reader; in the data active = inhibition above about 40%
Vc quorum ag: quorum light induction in luxS cqsA deficient V. cholerae; activation, % at 18.7 µM; 0.16% of 350,000 active; V. cholerae BH1578 lux reporter, luminescence, 6 h; in the data active = activation mostly above about 9.7%, no sharp cut-off; also: not every result past the cut was called active; inactives centre near 0; reference of the scale not given here
3CLpro inhibitor: SARS-CoV 3CLpro protease inhibition | recombinant SARS-CoV 3CLpro, quenched FRET peptide cleavage | inhibition, % at 6 µM | 0.14% of 290,000 active | AID 1706; in the data active = inhibition above about 12%
PriA SSB inh: K. pneumoniae PriA-SSBct interaction inhibition. 0.6% of 430,000 active. AlphaScreen SSBct-PriA binding, biotinylated peptide. inhibition, % at 33 µM. AID 1272365; in the data active = inhibition mostly above about 37%, no sharp cut-off; inactive = mostly below about 20%;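 also: plate controls were negative control peptide for no effect and reference peptide for full effect; strong numbers were not always called active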
GDH-TPI counter: GDH-TPI coupled enzyme inhibition counter-screen | inhibition, % at 4.8 µM | 1.2% of 360,000 active | GDH-TPI coupled enzyme counterscreen, NADH absorbance; in the data active = inhibition above about 30%;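 also: 0% = DMSO wells and 100% = wells lacking the enzyme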
FBA Mtb inh: inhibitors of M. tuberculosis fructose-bisphosphate aldolase; P9WQA3; purified M. tuberculosis FBA, fluorescence read-out; inhibition, % at 1 µM; 2.3% of 360,000 active; AID 588726; in the data active = inhibition above about 27%;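 also: 0% = vehicle and 100% = reference inhibitor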
Target sequence (P9WQA3 whole entry, looked up): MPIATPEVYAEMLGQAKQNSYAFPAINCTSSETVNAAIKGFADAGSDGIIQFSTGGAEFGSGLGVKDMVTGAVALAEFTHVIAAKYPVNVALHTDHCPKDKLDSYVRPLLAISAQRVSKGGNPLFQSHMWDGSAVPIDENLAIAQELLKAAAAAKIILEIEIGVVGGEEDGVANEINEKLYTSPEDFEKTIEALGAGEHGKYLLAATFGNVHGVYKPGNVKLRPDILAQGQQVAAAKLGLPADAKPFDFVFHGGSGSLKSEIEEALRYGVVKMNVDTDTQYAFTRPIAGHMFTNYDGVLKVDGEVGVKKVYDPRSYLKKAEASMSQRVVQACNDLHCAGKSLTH
MazEF act: activators of E. coli MazEF toxin-antitoxin RNase | FAM/BHQ RNA-DNA oligo cleavage fluorescence, 5 h | P0AE70 | 0.32% of 350,000 active | activation, % at 20 µM | AID 504720; in the data active = activation above about 50%
Target sequence (P0AE70 whole entry, looked up): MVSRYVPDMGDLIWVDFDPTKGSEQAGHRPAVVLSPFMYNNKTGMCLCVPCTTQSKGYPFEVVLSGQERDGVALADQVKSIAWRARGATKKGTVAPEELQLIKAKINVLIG
Mtb UGM inh: blocks M. tuberculosis UGM enzyme; P9WIQ1; purified UGM, fluorescence polarization probe displacement; inhibition, % at 10 µM; 0.06% of 320,000 active; AID 504406; in the data active = inhibition above about 10%, passing the limit was not always enough
Target sequence (P9WIQ1 whole entry, looked up): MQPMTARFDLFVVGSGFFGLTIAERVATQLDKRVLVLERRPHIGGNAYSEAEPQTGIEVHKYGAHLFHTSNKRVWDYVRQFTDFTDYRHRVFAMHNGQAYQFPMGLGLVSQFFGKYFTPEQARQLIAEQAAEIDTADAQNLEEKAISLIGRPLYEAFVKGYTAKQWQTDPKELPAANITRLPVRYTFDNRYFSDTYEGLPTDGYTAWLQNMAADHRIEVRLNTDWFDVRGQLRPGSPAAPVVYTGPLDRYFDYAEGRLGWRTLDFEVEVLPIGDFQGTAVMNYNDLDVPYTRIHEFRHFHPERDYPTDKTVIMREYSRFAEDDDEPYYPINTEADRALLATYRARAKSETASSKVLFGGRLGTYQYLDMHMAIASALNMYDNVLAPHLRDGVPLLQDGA
Rv3671c protease: Rv3671c (M. tuberculosis) protease inhibition; P9WHR9; inhibition, % at 5.96 µM; 0.048% of 320,000 active; AID 2606; in the data active = inhibition above about 38%;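 also: extracellular domain of Rv3671c used as enzyme; 0% = enzyme with DMSO and 100% = no enzyme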
VHR inh abs: DUSP3 (human) phosphatase inhibition | AID 1654 | recombinant VHR phosphatase, pNPP absorbance | 0.52% of 290,000 active | inhibition, % at 13.3 µM | P51452; in the data active = inhibition above about 50%; also: some compounds called inactive have numbers as strong as hits
Target sequence (P51452 whole entry, looked up): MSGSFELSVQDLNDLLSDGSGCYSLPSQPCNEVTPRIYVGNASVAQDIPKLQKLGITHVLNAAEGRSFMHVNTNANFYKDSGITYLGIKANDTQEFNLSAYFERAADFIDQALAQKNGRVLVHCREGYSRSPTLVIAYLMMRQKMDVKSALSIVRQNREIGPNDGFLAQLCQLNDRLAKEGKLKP
An asterisk follows results filed as active; i = inactive; · = not tested or not shown; + = active, no number; & = joins results of further samples. Not all compounds are listed; the hit share may differ from the screen's.

Start of the data: the first five entries, to show the layout:
SMILES	BioA inh	Vc quorum ag	3CLpro inhibitor	PriA SSB inh	GDH-TPI counter	FBA Mtb inh	MazEF act	Mtb UGM inh	Rv3671c protease	VHR inh abs
Cc1cc(C)cc(NCc2ccncc2)c1	-1.1	-1.3	-5	0	4	1	4	2.7	-4	23
O=C(NCCCN1CCOCC1)c1ccc2ccccc2c1	·	i	·	-2	-4	-1	0	0.1	0	·
O=C(CSc1ccccn1)N1CCN(c2cccc(Cl)c2)CC1	-0.9	-0.3	6	-5	4	5	5	1.8	2	5
CC(=NCCc1ccccc1)C1=C(O)COC1=O	-0.2	0.5	-8	-14	10	3	5	-0.6	-4	0
CCOc1ccc(NC(=O)CN(C)CC(=O)Nc2ccc(Br)cc2F)cc1OCC	·	-0.5	0	9	6	5	4	1.9	1	0

The whole of this part, from the start:
SMILES	BioA inh	Vc quorum ag	3CLpro inhibitor	PriA SSB inh	GDH-TPI counter	FBA Mtb inh	MazEF act	Mtb UGM inh	Rv3671c protease	VHR inh abs
Cc1cc(C)cc(NCc2ccncc2)c1	-1.1	-1.3	-5	0	4	1	4	2.7	-4	23
O=C(NCCCN1CCOCC1)c1ccc2ccccc2c1	·	i	·	-2	-4	-1	0	0.1	0	·
O=C(CSc1ccccn1)N1CCN(c2cccc(Cl)c2)CC1	-0.9	-0.3	6	-5	4	5	5	1.8	2	5
CC(=NCCc1ccccc1)C1=C(O)COC1=O	-0.2	0.5	-8	-14	10	3	5	-0.6	-4	0
CCOc1ccc(NC(=O)CN(C)CC(=O)Nc2ccc(Br)cc2F)cc1OCC	·	-0.5	0	9	6	5	4	1.9	1	0
NNc1cccc(C=Cc2ccccc2)cc1=O	·	1.5	·	-9	17	22	-24	·	·	·
COc1ccc(/C=C2/C(=O)NC(=O)N(c3ccc(C)c(C)c3)C2=O)cc1CN1C(=O)c2ccccc2C1=O	·	-0.3	5	-2	-8	-1	-8	1.8	-6	24
CC1CN(C(=O)c2ccc(-c3cccc(C(F)(F)F)c3)o2)CC(C)O1 (configuration not stated)	·	-0.4	·	-15	-8	4	4	2.5	-2	·
COc1ccc2nc(-c3ccccc3)cc(C(=O)N3CCC3)c2c1	-1.5	i	·	-6	10	149*	-1	-2.6	-2	·
C=CCNC(=O)N1C2=NC(C(=O)OC)=C(C(=O)OC)[C@@H]3N(Cc4ccccc4)c4ccccc4[C@]23C[C@H]1C(=O)OC	-1.6	i	·	-8	0	-3	-3	3.0	0	·
O=C(NCCc1ccccc1)c1c[nH]c2ccc(F)cc2c1=O	0.0	-0.2	·	2	-3	-1	9	·	·	·
Clc1ccc2nc(CN3CCCCCC3)cn2c1	-0.2	·	-5	-2	5	-1	-3	-0.6	4	2
O=C(CCc1ccc(S(=O)(=O)NCc2ccccc2)cc1)NCC1CCCO1 (configuration not stated)	·	-0.3	-1	-10	6	-1	5	1.2	0	-7
CCN(CC)P(=O)(Nc1cccc(C(F)(F)F)c1)c1ccc(N(C)C)cc1NC(=O)c1ccco1 (configuration not stated)	·	-0.3	2	3	9	5	-14	1.7	2	2
O=C(NCCCc1ccccc1)c1cccc(NC(=O)C2CCC2)c1	0.5	i	·	-9	-9	2	0	·	·	·

Copied from the list:
Reading for `Clc1ccc2nc(CN3CCCCCC3)cn2c1` in FBA Mtb inh: -1
Reading for `O=C(CSc1ccccn1)N1CCN(c2cccc(Cl)c2)CC1` in MazEF act: 5

(continued)
SMILES	BioA inh	Vc quorum ag	3CLpro inhibitor	PriA SSB inh	GDH-TPI counter	FBA Mtb inh	MazEF act	Mtb UGM inh	Rv3671c protease	VHR inh abs
CCc1ccccc1NC(=O)CCCN1C(=O)C2CC=CCC2C1=O (configuration not stated)	-0.7	-1.6	-10	0	5	3	0	1.3	-6	-17
O=C(Cn1c(C(=O)NCCCN2CCOCC2)cc2sccc21)c1ccccc1	-2.5	-0.8	2	-1	-3	1	5	0.7	4	-7
CN1CCN(CCCNC(=O)c2ccc3c(c2)N(Cc2ccccc2)CCS3)CC1	2.1	-0.2	-2	9	9	190*	19	1.1	2	38
Cn1c(=O)n(C)c2cc(NS(=O)(=O)c3ccc(Cl)s3)ccc21	-1.5	i	-2	4	0	5	-21	-4.0	5	42
Cn1ccnc1C(OC(=O)c1ccccc1)C(F)(F)F (configuration not stated)	1.1	-0.6	-2	2	1	2	-1	0.4	0	-12
CCOC(=O)C1(Cc2cccc(Cl)c2)CCCN(C(=O)c2ccnn2C)C1 (configuration not stated)	0.0	·	-1	1	-2	-2	-1	1.0	1	-28
CCc1ccc(NC(=O)C2CCCN(S(=O)(=O)c3ccc4[nH]c(=O)ccc4c3)C2)cc1 (configuration not stated)	-1.3	i	13*	0	13	0	14	1.3	-5	7
Fc1ccc(NC(=S)N2CCc3[nH]c4ccccc4c3C2)cc1	-1.5	-0.7	1	6	1	5	5	2.5	1	24
CCCn1c(=C(C#N)C#N)s/c(=C2\C=Cc3ccccc3N2CC)c1=O	-3.0	i	-8	·	5	2	-446	·	·	19
CCOc1cc(C(=S)N2CCCC2)ccc1OCC(=O)Nc1c(C)cc(C)cc1C	-3.0	11	0	3	0	13	3	1.6	-2	14
Cc1cccc(NC(=O)NCCc2c[nH]c3ccccc23)c1	0.7	i	-3	-5	2	2	-26	1.6	-7	38
Cc1cccc(C(O)c2ncc(-c3ccccc3F)[nH]2)c1C (configuration not stated)	0.6	-0.6	·	·	4	2	·	·	·	·
CC(C)n1nccc1NS(=O)(=O)c1ccccc1	-0.7	-1.7	·	-2	1	-2	-3	-1.5	-4	·
CCCc1[nH]nc2c1C(/C(C)=C/c1ccccc1)C(C#N)=C(N)O2 (configuration not stated)	2.6	i	3	-1	-3	-2	3	1.9	0	19
CCN1CCC2(CC1)C(C#N)=C(N)Oc1c2sc2nc(C)cc(C)c12	-2.1	i	-9	6	4	3	31	1.0	-13	-10
CC(=O)N1C(=O)C(=C2C=C(C)OC(C)=C2)c2ccccc21	-5.9	-1.4	-5	-6	7	-3	+	-0.3	7	26
Cc1cc2c(cc1S(=O)(=O)Nc1c(C)cccc1C)n(C)c(=O)c(=O)n2C	1.5	-0.2	5	1	16	2	6	-1.7	-4	41
COCCN1C(=O)c2oc3ccccc3c(=O)c2C1c1cccc(O)c1 (configuration not stated)	31	-0.2	2	-4	7	2	5	-0.2	2	9
Cc1nc2nc(SCC(=O)O)nn2c(C)c1Cc1c(F)cccc1Cl	·	-0.2	2	-9	-14	-8	-1	-2.7	5	3
CC(C)CCn1c(S(=O)(=O)O)nc2ccccc21	-1.4	-0.1	-6	-3	-12	0	2	3.1	4	25
CCCCn1c(SCC(N)=O)nc2ccc(N3CCOCC3)cc2c1=O	1.7	-0.4	-5	-12	28	15	-5	0.5	1	14
CC1(C)CC2CC(C)(CN2/C=C2/CCCCC2=O)C1 (configuration not stated)	-2.4	-0.8	4	-2	14	-2	-13	1.0	-2	11
COc1ccc(NC(=S)Nc2ccccc2F)c(OC)c1	1.5	1.4	2	-4	-9	1	-9	1.7	4	31
Cc1cccc(C)c1N1C(=O)CC(Sc2ccccc2N)C1=O (configuration not stated)	-2.9	i	·	·	4	1	1	·	·	·
COc1c(S(=O)(=O)N2CCN(c3ccc(F)cc3)CC2)ccc(Cl)c1Cl	1.4	-0.1	6	-4	-3	2	8	0.9	-4	-14
COc1ccc(/C=C2/C(=O)NC(=O)N(c3ccccc3)C2=O)cc1CN1C(=O)c2ccccc2C1=O	-1.7	-0.3	3	-6	12	6	-4	7.1	-3	7
COc1ccc(CCn2c(C(C)C)nc3c(c(=O)c4ccccc4n3C)c2=O)cc1	·	0.8	2	-7	15	0	4	-4.9	6	5
CCOc1cc(CNCCO)c(Cl)cc1OCC(=O)NCCc1ccccc1	0.9	-0.5	0	0	12	1	1	0.3	1	20
NC(=O)C1CCN(CC(=O)Nc2ccc3c(c2)OCCO3)CC1	-1.5	-2.7	·	0	2	3	1	-0.3	5	·
CC(C)(C)NC(=O)C(OC(=O)c1ccco1)c1ccc(Cl)cc1 (configuration not stated)	-3.3	i	-2	-1	-1	-5	9	-0.4	-6	35
CC(C)(C)c1cc(CCC(=O)NNC(=O)c2ccco2)cc(C(C)(C)C)c1O	·	-2.2	0	6&-24	5	-4	-5	-1.3	-2	-2
S=c1[nH]nc(NCCc2ccccc2)s1	-0.7	-0.2	3	-1	5	-4	3	4.1	1	25
Cc1ccc(CN2C(=NC(=O)CCC(=O)O)SC3CS(=O)(=O)CC32)cc1 (configuration not stated)	·	-0.4	6	6	-5	0	8	-0.4	4	25
CCCNC(=O)Nc1ccc(C(F)(F)F)cc1	·	i	4	-5	-7	-2	4	0.5	-4	22
O=c1c(Cc2c(F)cccc2Cl)c(O)ccn1CCc1ccccn1	·	i	2	-9	-6	-1	3	-5.1	3	36
COc1cc2c(C(=O)O)c(C)n(C)c2c2ccccc12	-5.4	-0.3	9	-3	5	26	-6	0.9	1	10
O=C(CCN1C(=O)C2C3C=CC(C3)C2C1=O)Nc1ccc2ncccc2c1 (configuration not stated)	0.3	i	2	-11	-13	11	1	0.6	4	10
COc1ccc(C(O)C(CC(=O)NCCCOC(C)C)C(=O)NCCCOC(C)C)cc1OC (configuration not stated)	·	i	-3	-1	4	-4	2	-0.2	9	13
COC(=O)Cc1n[nH]c(=O)c2ccccc12	-1.2	-2.2	0	0	6	0	0	2.1	-3	23
CCCCN(C(=O)c1[nH]c(C)c(C(=O)OCC)c1C)c1c(N)n(CCCC)c(=O)[nH]c1=O	·	1.9	·	1	-1	0	-1	-1.2	3	·
Cc1cc([N+](=O)[O-])ccc1NCc1ccc2ccccc2c1	-1.1	-4.0	6	-14	12	-3	3	-0.7	-6	18
CSCC(=O)N1CCC(n2nccc2NC(=O)CCc2ccccc2)CC1	-1.1	-0.1	-1	-7	-3	2	-1	1.0	0	6
O=C(NCCN1CCOCC1)c1ccc2c(c1)N(Cc1c(F)cccc1Cl)C(=O)c1ccccc1S2	0.2	-2.3	-6	15	8	1	-2	1.5	1	3
COC(=O)c1ccc2c(=O)[nH]c(CSc3nnc(C(F)(F)F)n3C)nc2c1	·	-0.3	3	-11	3	5	3	-1.7	12	6
CCCCn1cnc(C(=O)OCC)c1N	·	-0.4	-1	-10	3	0	-9	-1.9	-5	-2
Cc1cc(Nc2ccc(C(C)C)cc2)n2ncnc2n1	1.5	-0.2	-2	-4	-9	-1	-2	-0.8	-4	3
CN(C(=O)CCN1C(=O)/C(=C/c2ccccc2)SC1=S)C1CCS(=O)(=O)C1 (configuration not stated)	-0.3	0.0	9	-8	5	-1	-1	3.0	-4	8
CCCCCCn1c(O)c(C=NCCN2CCOCC2)c(=O)[nH]c1=O	·	-0.3	-4	-10	5	0	-3	1.5	-3	-11
CCC(Sc1nccn1C)C(=O)Nc1cccc2ccccc12 (configuration not stated)	·	-0.3	-2	0	7	3	-1	-1.6	-1	0
COc1ccc(N(CC(=O)N/N=C/c2ccco2)S(=O)(=O)c2ccccc2)cc1	0.1	i	3	·	-8	-5	7	-2.2	-5	21
CC(C)N1CCc2c(sc(NC(=O)c3ccc(S(=O)(=O)N4CCOCC4)cc3)c2C(N)=O)C1	1.2	i	0	-1	-8	-4	-4	0.1	0	35
CCOc1ccc(NC(=S)N2CCN(S(=O)(=O)c3ccc(C)cc3)CC2)cc1	1.8	-1.2	8	5	5	2	7	-3.7	-7	14
COCCCNC(=S)NNC(=O)c1ccccn1	·	i	2	82*	-3	8	4	3.5	2	13
S=C(NCCCCc1ccccc1)NCc1ccccc1	1.3	i	-3	-33	4	1	4	-4.2	·	4
Cn1c(N)c(C(=O)COC(=O)CCC2CCCC2)c(=O)n(C)c1=O	·	i	1	-5	18	-4	3	-0.2	0	19
Cn1nc(C(F)(F)F)c(C(=O)Nc2ccc(F)cc2F)c1Sc1cccc(Cl)c1	-1.3	-0.4	5	-5	1	-2	-4	1.9	-15	23
